Assay outcomes from PubChem BioAssay.
NTR1 agonist = NTR1-driven beta-arrestin-GFP spot formation – imaging, U2OS cells, high content, primary screen (AID 493036). activation, % at 20 µM. hit rate 0.17% among 330,000. P30989. agonist mode;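 active means activation at or above 40% of the spot to cytoplasm intensity ratio, with at least 20 cells analyzed; inconclusive means wells under 20 cells, flagged as cytotoxic or low count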;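 further: 0% = DMSO without peptide and 100% = 100 nM NTR1 peptide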
Target sequence (P30989 whole entry, looked up): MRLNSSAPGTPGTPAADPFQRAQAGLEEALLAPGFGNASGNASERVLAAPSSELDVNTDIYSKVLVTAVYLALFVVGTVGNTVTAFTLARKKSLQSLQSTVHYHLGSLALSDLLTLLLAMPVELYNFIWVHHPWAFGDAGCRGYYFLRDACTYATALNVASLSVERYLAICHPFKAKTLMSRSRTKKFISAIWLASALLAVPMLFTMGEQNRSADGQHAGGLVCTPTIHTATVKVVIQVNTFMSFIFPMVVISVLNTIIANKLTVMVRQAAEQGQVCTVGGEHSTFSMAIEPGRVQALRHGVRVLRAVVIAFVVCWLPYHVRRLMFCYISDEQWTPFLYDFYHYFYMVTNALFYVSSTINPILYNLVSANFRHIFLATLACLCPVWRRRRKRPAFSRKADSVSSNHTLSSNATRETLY
AID2073 = inhibitors of Mint1-CaV2.2 protein interaction, biochemical, HTRF (AID 2073) | hit rate 0.19% among 290,000 | HTRF protein-protein interaction, Mint1-CaV2.2; higher % means a stronger effect | one-dose inhibition, % at 20 µM; IC50 in µM for titrated hits; in the data active means inhibition mostly above about 51%, no sharp cut-off; inconclusive means no clear call, values can overlap the other calls; inactive means mostly below about 53%; further: some results filed as inactive read as strong as hits
RSV CPE inhibition = inhibition of RSV-induced cytopathic effect – HEp-2 cells, primary 10 µM value included (AID 2391) | HEp-2 cells, RSV-induced CPE inhibition; higher % means a stronger effect | CPE inhibition, % at 10 µM; hits with a dose series show IC50 in µM | hit rate 0.13% among 310,000; in the data active means a potency from the dose series; inconclusive means CPE inhibition mostly from about 23% at the one dose, without a potency; inactive means the rest, 99 in 100 with CPE inhibition below about 21%; further: strong numbers were not always called active
LYP phosphatase = inhibitors of LYP phosphatase, biochemical, fluorescence intensity, uHTS (AID 1779); recombinant LYP phosphatase, fluorescence intensity; higher % means a stronger effect; inhibition, % at 11.5 µM, or IC50 in µM where a hit was titrated; hit rate 0.054% among 290,000; in the data active means inhibition above about 50%;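 further: plate controls were vehicle with enzyme for no effect and no enzyme for full effect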
GPR35 arrestin U2OS = GPR35 antagonists blocking zaprinast-driven arrestin recruitment, primary screen, imaging, U2OS, beta-arrestin-GFP, zaprinast agonist (AID 2058) | inhibition, % at 10 µM; hits with a dose series show IC50 in µM | hit rate 0.052% among 290,000 | U2OS GPR35 beta-arrestin-GFP translocation imaging, zaprinast antagonism; higher % means a stronger effect;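 active means inhibition of at least 50% with at least 30 cells and total cytoplasm GFP at most 10,000,000; inconclusive means under 30 cells or total GFP of 10,000,000 plus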
UTI89 phage lysis = protection from phage-mediated lysis, alamar blue read-out – E. coli UTI89, K1F phage, bacterial capsule biogenesis inhibitors (AID 488966); E. coli UTI89 K1F phage lysis, alamar blue, 2 h; higher % means a stronger effect; one-dose inhibition, % at 100 µM; IC50 in µM for titrated hits; hit rate 0.02% among 340,000;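 active means phage lysis inhibition, versus mean bacterial control, above a set limit; inconclusive means no clear call, values can overlap the other calls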;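 further: capsule biogenesis inhibitors block K1F phage lysis so surviving cells raise fluorescence; higher fluorescence means more inhibition of phage lysis; actives were called in the ten point dose series up to 300 µM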
NS5 inhibitors = Dengue-2 NS5 methyltransferase inhibitors, primary screen, biochemical, confirmation dose response (AID 588689); inhibition, % at 25 µM; hits with a dose series show IC50 in µM; hit rate 0.3% among 340,000; Dengue-2 NS5 methyltransferase capping enzyme assay, biochemical; higher % means a stronger effect; in the data active means a potency from the dose series; inconclusive means inhibition above about 29% without an active follow-up result
WT yeast gro inh = growth inhibition of WT yeast, mitochondrial fusion screen; mitochondrial fusion phenotypic screen, WT strain; inhibition, % at 10 µM; hit rate 2.1% among 190,000; AID 1362; in the data active means inhibition above about 58%; tested in S. cerevisiae
Autophagy mod = alters autophagy in cells; hit rate 0.98% among 190,000; MEF GFP-LC3 puncta imaging; test concentration mostly 10 µM; calls only at 10 µM (by protocol);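 active means percentage of spot-positive cells more than 3 SD above its plate mean, without a fluorescence outlier flag or 80% toxicity; inconclusive means no clear call, values can overlap the other calls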;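 further: spot-positive cell cutoff set from DMSO-treated cells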
WT yeast gro inh mutant strain = second read-out of WT yeast gro inh, no call of its own (marks repeat the call); inhibition, %; mitochondrial fusion phenotypic screen, mutant strain inhibition
Autophagy mod cell loss 18 h = further read-out of Autophagy mod, marked with its call; toxicity, %; measured here: cell loss, nuclei count;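 cell loss after 18 h compound exposure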
NTR1 agonist cell count 20 µM = also measured in NTR1 agonist; calls as there; cell count; measured here: cell count, cytotoxicity flag
* hit, by the source's call; i = inactive; u = inconclusive; x = not tested or not shown; [ ] = another dose, or the depositor's remark.

SMILES	NTR1 agonist	NTR1 agonist cell count 20 µM	AID2073	RSV CPE inhibition	LYP phosphatase	GPR35 arrestin U2OS	UTI89 phage lysis	NS5 inhibitors	WT yeast gro inh	WT yeast gro inh mutant strain	Autophagy mod	Autophagy mod cell loss 18 h
CCOC(=O)C1(Cc2ccccc2C(F)(F)F)CCN(C2CCSC2)CC1 (centres undefined)	1.6	44	0%	-2.2%	-1%	12%	0.1%	-2%	8	19	i	-21
Cc1c(C(=O)Nc2c(F)cc(F)cc2Br)sc2ncn(CC(=O)N3CCCC3)c(=O)c12	0.7	62	-8%	0.6%	-2%	-18%	0.2%	-20%	x	x	x	x
O=C(NCc1ccc(F)cc1)c1ccc(N2CCc3ccccc32)c([N+](=O)[O-])c1	4.0	76	-1%	8.3%	-1%	1%	0.3%	0%	23	-16	i	2
CCN(CC(=O)Nc1cc(Cl)ccc1C)C(=O)CSCc1ccc(C)cc1	1.9	60	x	23µM*	x	x	-0.9%[50 µM]	-12%	x	x	x	x
Cc1cc(C)c[n+](-c2[nH]c(=O)sc2/C=N/NC([S-])=Nc2ccccc2)c1	1.4	66	-23%	0.4%	7%	-10%	0.4%	u	10	0	i	2
COc1ccc(N2CCN(c3oc(-c4ccco4)nc3C#N)CC2)cc1	1.8	49	19%	6.8%	16%	8%	0.2%	-2%	16	2	i	-38
CCOC(=O)c1ccccc1NC(=O)CN(c1ccccc1)S(=O)(=O)N(C)C	2.7	58	2%	1.8%	0%	-7%	-0.8%	1%	11	-6	i	-9
C=CCc1c(C)nc(SCC(N)=O)[nH]c1=O	-0.1	51	-3%	0.0%	-5%	2%	0.1%	6%	-2	0	i	-7
Cc1cccc(C)c1NC(=O)CNC(=O)C12CC3CC(CC(O)(C3)C1)C2	0.4	66	x	1.0%	x	x	0.8%[50 µM]	-4%	x	x	x	x
COC(=O)CN(c1ccc(OC)cc1)S(=O)(=O)c1ccc(OC)c(OC)c1	-0.1	61	-3%	1.5%	-11%	-10%	1.0%	-7%	-10	-7	i	0
CCCCCC1CC(CC(=O)NC(=S)Nc2ccccc2Cl)C(=O)O1 (centres undefined)	5.3	45	7%	0.7%	-4%	-11%	-0.2%	-5%	61*	18*	i	-5
CN(CC(=O)Nc1ccccc1C(F)(F)F)C(=O)COc1ncnc2ccccc12	-1.1	60	22%	0.6%	-5%	12%	-0.1%	-6%	-35	-9	i	-14
C/C(=N\NC(=O)CSc1nc2ccccc2o1)c1cccc(O)c1	1.9	60	0%	0.9%	-3%	-16%	0.2%	-9%	x	x	x	x
O=C(CN1CCCC1)Nc1ccccc1C(=O)c1ccccc1	-0.6	59	4%	-2.7%	-3%	-6%	3.6%[50 µM]	1%	x	x	x	x
Cc1cccc(C(=O)NCC(=O)OCC(=O)N2CC3(C)CC2CC(C)(C)C3)c1 (centres undefined)	1.1	47	4%	2.0%	0%	-7%	-1.6%	0%	-4	5	i	-3
Cc1nn2c(NC(C)C)c3c(nc2c1-c1ccccc1)CCC3	2.3	48	12%	14%	-1%	-14%	-1.7%	6%	x	x	x	x
CCCCNC(=O)CSc1nc2cc3c(cc2c(=O)n1CCC(=O)NCCc1ccc(OC)c(OC)c1)OCO3	-1.4	62	-16%	0.7%	-3%	24%	0.1%	7%	-3	7	i	-4
COC(=O)NCc1cc2cc(Cl)ccc2[nH]1	-1.3	73	7%	3.5%	-12%	-4%	-0.9%	-6%	18	6	i	-6
CCOC(=O)C1CCN(C(=O)CN(c2ccc(Oc3ccccc3)cc2)S(C)(=O)=O)CC1	1.8	52	-16%	2.5%	-5%	9%	-0.1%	2%	-2	-11	i	10
CCOC(=O)CN1C(=O)/C(=C/c2ccc(Cl)cc2)Oc2ccccc21	-0.6	70	40%	2.2%	-15%	-17%	0.0%	-4%	x	x	x	x
COc1ccc(OC)c(NC(=S)Nc2ccccc2)c1	1.0	47	-5%	1.9%	-8%	4%	-0.1%	-1%	x	x	x	x
Cc1ccc(S(=O)(=O)N2CCOCC2)cc1C(=O)NC1CCCC1	0.1	45	-4%	1.0%	-9%	10%	0.3%	5%	x	x	x	x
OC(Cn1cccn1)c1ccccc1 (centres undefined)	1.0	57	-2%	0.1%	-2%	0%	-4.3%	-6%	-26	-1	i	14
CCOC(=O)c1[nH]c(C)c(C(=O)OC)c1C	-0.5	51	-4%	1.0%	-2%	-8%	0.7%	-2%	x	x	x	x
CC1CC(=O)c2cnc(NCc3ccco3)nc2C1 (centres undefined)	0.1	71	3%	0.0%	-6%	-12%	1.1%	-1%	-8	-2	i	-5
Cc1ccc(C)c(/C=N/NC(=S)NCCc2ccccc2)c1	26	77	-4%	-1.0%	-1%	12%	4.7%	-3%	12	31	i	-2
COc1ccc(CNC(=O)C2(C)Cc3ccccc3C(=O)O2)cc1 (centres undefined)	-2.7	74	-4%	0.1%	2%	-6%	0.7%	-7%	-4	0	i	15
O=C(Nc1ncccc1O)c1ccc2c(c1)OCCO2	-0.1	64	x	-2.3%	x	x	0.4%[50 µM]	-1%	x	x	x	x
O=C1CCCN1CC(=O)N1CCCC(Nc2cccc(F)c2)C1 (centres undefined)	3.9	48	15%	3.3%	-5%	-4%	1.3%[50 µM]	-3%	x	x	x	x
CCOc1ccc(S(=O)(=O)N(C)c2ccc(OCC(=O)NCc3ccco3)cc2)cc1	-5.1	87	3%	1.6%	-8%	-1%	0.5%	-6%	7	18	i	1
O=C(CCc1ccccc1)NCc1ccc(F)cc1	-1.6	54	1%	4.6%	-11%	-18%	-2.0%	x	x	x	x	x
CC(C)c1cc(CNC(=O)c2ccc(OC3CCN(Cc4ccccn4)CC3)cc2)on1	0.5	46	8%	x	-10%	29%	-0.1%	-1%	x	x	x	x
CCOc1ccc(OCCCCOc2ccccc2C(C)=O)cc1	1.4	55	9%	6.3%	-3%	19%	5.2%	-7%	39	10	i	1
CC1CCCN(C(=O)CN2C(=O)CSc3ccc(S(=O)(=O)N4CCOCC4)cc32)C1 (centres undefined)	0.4	63	3%	2.3%	-7%	16%	0.3%	-3%	x	x	x	x
CS(=O)(=O)c1nc(-c2ccc(Br)cc2)n[nH]1	-0.7	57	6%	0.3%	-1%	4%	0.1%	10%	14	12	i	-3
COC(=O)C1C/C(=N/NS(=O)(=O)c2ccc(C)cc2)CS1 (centres undefined)	-1.0	40	1%	0.4%	-6%	-11%	0.2%	2%	x	x	x	x
Cc1noc(/C=C/c2ccccc2F)c1S(=O)(=O)N1CCC(C(=O)N2CCN(C)CC2)CC1	2.1	63	-1%	2.8%	1%	2%	0.1%	-11%	x	x	x	x
Cc1ccc(CN(c2ccc(C(=O)N3CCc4ccccc4C3)cc2)S(C)(=O)=O)cc1	7.5	72	0%	0.5%	-3%	4%	-1.0%	-2%	6	-6	i	0
CCn1c(CSc2nc(C)cc(C)n2)nnc1SCC(=O)Nc1nc(-c2ccccc2)cs1	4.4	84	-7%	9.4%	-3%	2%	-0.4%	1%	8	2	i	7
COc1ccc(NC(C)=O)cc1NC(=O)CCn1c(=O)sc2ccccc21	2.8	68	5%	1.1%	-5%	-2%	1.6%[50 µM]	-4%	-13	-1	i	1

Given comma-delimited: entries from further up.
Structure,NTR1 agonist,NTR1 agonist cell count 20 µM,AID2073,RSV CPE inhibition,LYP phosphatase,GPR35 arrestin U2OS,UTI89 phage lysis,NS5 inhibitors,WT yeast gro inh,WT yeast gro inh mutant strain,Autophagy mod,Autophagy mod cell loss 18 h
O=C(CCc1ccccc1)NCc1ccc(F)cc1,-1.6,54,1%,4.6%,-11%,-18%,-2.0%,x,x,x,x,x
CC(C)c1cc(CNC(=O)c2ccc(OC3CCN(Cc4ccccn4)CC3)cc2)on1,0.5,46,8%,x,-10%,29%,-0.1%,-1%,x,x,x,x
CCOc1ccc(OCCCCOc2ccccc2C(C)=O)cc1,1.4,55,9%,6.3%,-3%,19%,5.2%,-7%,39,10,i,1
CC1CCCN(C(=O)CN2C(=O)CSc3ccc(S(=O)(=O)N4CCOCC4)cc32)C1 (centres undefined),0.4,63,3%,2.3%,-7%,16%,0.3%,-3%,x,x,x,x
CS(=O)(=O)c1nc(-c2ccc(Br)cc2)n[nH]1,-0.7,57,6%,0.3%,-1%,4%,0.1%,10%,14,12,i,-3

More compounds follow:
SMILES	NTR1 agonist	NTR1 agonist cell count 20 µM	AID2073	RSV CPE inhibition	LYP phosphatase	GPR35 arrestin U2OS	UTI89 phage lysis	NS5 inhibitors	WT yeast gro inh	WT yeast gro inh mutant strain	Autophagy mod	Autophagy mod cell loss 18 h
Cc1cc(C)n(CCCNC(=O)C2CC(=O)N(Cc3ccccc3)C2)n1 (centres undefined)	-0.1	58	x	-0.1%	x	x	0.8%[50 µM]	5%	x	x	x	x
Cc1ccc2nc3c(cc(C(=O)NCCc4ccccc4)c(=N)n3CC3CCCO3)c(=O)n2c1 (centres undefined)	0.1	47	22%	1.3%	-58%	4%	-0.1%	4%	x	x	x	x
Cc1ccccc1CS(=O)(=O)c1cn(CC(=O)N2CCC(C)CC2)c2ccccc12	5.6	57	2%	1.8%	-1%	-9%	1.6%	-6%	-14	-2	i	15
CN1CCN(S(=O)(=O)c2ccc(NC(=O)C3CCCO3)cc2)CC1 (centres undefined)	-0.3	83	-9%	0.6%	-7%	6%	0.0%	-2%	0	-2	i	14
N/N=C1\CCCc2c1[nH]c1ccc([N+](=O)[O-])cc21	0.6	54	-9%	x	-1%	-1%	x	x	x	x	x	x
O=C(Cn1nnc(-c2ccc([N+](=O)[O-])cc2)n1)NNC(=O)c1ccccc1	0.0	66	16%	0.5%	-5%	-1%	0.2%	-3%	x	x	x	x
O=C(/C=C/c1ccc(S(=O)(=O)N2CCOCC2)cc1)NCc1ccc(Cl)cc1	2.6	66	3%	9.0%	0%	17%	1.4%[50 µM]	-8%	0	-1	i	9
O=C(CSc1ccc(-c2ccco2)nn1)NCc1ccc(F)cc1	1.0	69	22%	0.5%	3%	-6%	1.9%[50 µM]	-1%	8	-3	i	-11
Cc1cc2cc(CNC(=O)c3cccs3)ccc2[nH]1	-1.1	80	-2%	0.2%	-3%	16%	-1.9%	17%	-2	-4	i	3
Cc1cc(C)cc(C(=O)NC(CC(N)=O)c2ccc(N3CCN(c4ccccc4)CC3)c([N+](=O)[O-])c2)c1 (centres undefined)	7.6	80	5%	-1.2%	-12%	13%	0.2%	-5%	x	x	x	x
O=C(Nc1ccc(N2CCCCC2)c(Cl)c1)c1ccc2c(c1)OCCO2	12	86	2%	u	1%	-6%	13%	-7%	69*	37*	i	-2
Cc1ccnc(NC(=O)CS(=O)(=O)c2ccccc2)c1	-2.2	52	9%	1.5%	-8%	-11%	0.0%	-3%	x	x	x	x
CCN(CC)CCCNC(=O)Cn1ccc2ccccc2c1=O	-0.3	54	5%	-0.3%	-2%	-8%	0.3%	-8%	-5	16	i	1
CCCc1[nH]n(-c2ccc(F)cc2)c(=O)c1C=Nc1cccc(F)c1	-1.3	53	10%	-0.3%	8%	3%	4.1%	-6%	18	1	i	20
COc1ccc(CCn2c(N)cc(=O)[nH]c2=S)cc1OC	-0.8	69	-12%	8.7%	0%	1%	6.8%	-3%	13	20	i	0
